Bioassay records deposited in PubChem by several laboratories.
Y pestis TopoI = blocks Yersinia pestis topoisomerase I activity | Y. pestis Topo-I cleavage product accumulation, plate reader | activity, % at 10 µM | 360,000 tested, 0.064% active | AID 504884; in the data active = activity above about 50%, passing the limit was not always enough; inconclusive = no clear call, values can overlap the other calls; note: inactives centre near 2
Anthrax LF prot = blocks Bacillus anthracis lethal factor protease | inhibition, % at 10 µM | AID 588501 | multiplex microsphere protease cleavage assay, LF | 360,000 tested, 0.12% active | P15917; note: plate controls were buffer without enzyme for full effect and enzyme alone for no effect
Target sequence (P15917 whole entry, looked up): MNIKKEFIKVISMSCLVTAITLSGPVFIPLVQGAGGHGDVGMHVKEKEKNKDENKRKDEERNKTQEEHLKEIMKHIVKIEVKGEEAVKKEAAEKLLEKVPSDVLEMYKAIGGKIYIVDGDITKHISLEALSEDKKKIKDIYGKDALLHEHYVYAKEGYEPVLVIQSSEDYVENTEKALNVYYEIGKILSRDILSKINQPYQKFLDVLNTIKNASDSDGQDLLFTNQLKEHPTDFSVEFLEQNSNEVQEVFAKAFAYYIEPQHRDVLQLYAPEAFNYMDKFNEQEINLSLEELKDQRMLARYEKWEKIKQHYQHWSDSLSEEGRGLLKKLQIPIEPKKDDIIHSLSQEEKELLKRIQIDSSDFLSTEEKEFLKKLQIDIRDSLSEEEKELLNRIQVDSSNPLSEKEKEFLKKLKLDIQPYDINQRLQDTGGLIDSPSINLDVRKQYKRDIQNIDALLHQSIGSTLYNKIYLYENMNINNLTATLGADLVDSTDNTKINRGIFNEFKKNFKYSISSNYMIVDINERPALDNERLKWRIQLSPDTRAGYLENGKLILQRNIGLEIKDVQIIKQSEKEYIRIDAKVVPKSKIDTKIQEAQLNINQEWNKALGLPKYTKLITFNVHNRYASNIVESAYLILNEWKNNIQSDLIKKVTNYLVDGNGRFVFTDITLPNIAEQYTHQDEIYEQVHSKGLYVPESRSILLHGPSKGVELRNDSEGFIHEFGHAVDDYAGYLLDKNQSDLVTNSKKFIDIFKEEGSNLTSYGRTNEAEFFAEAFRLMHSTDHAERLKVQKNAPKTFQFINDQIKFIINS
Vc quorum ag = quorum light induction in luxS cqsA deficient V. cholerae. V. cholerae BH1578 lux reporter, luminescence, 6 h. activation, % at 18.7 µM. 350,000 tested, 0.16% active; in the data active = activation mostly above about 9.7%, no sharp cut-off; inconclusive = no clear call, values can overlap the other calls; inactive = mostly below about 3.7%; note: not every result past the cut was called active; inactives centre near 0; reference of the scale not given here
BoNT A protease = blocks Botulinum neurotoxin A light chain protease | multiplex microsphere protease substrate cleavage, flow cytometry | inhibition, % at 10 µM | 360,000 tested, 0.17% active | AID 588499; note: plate controls were buffer without enzyme for full effect and enzyme alone for no effect
TcdB inh = TcdB glycohydrolase inhibition; P18177; TcdB glycohydrolase enzymatic assay, plate reader; inhibition, % at 9.99 µM; 350,000 tested, 0.24% active; AID 652162; in the data active = inhibition above about 10%
PfHsp40 rescue = rescue of PfHsp40-mediated yeast toxicity | 340,000 tested, 0.68% active | S. cerevisiae expressing PfHsp40, growth rescue, ATP luminescence | growth rescue, % at 12.5 µM; in the data active = growth rescue above about 28%, passing the limit was not always enough; inconclusive = no clear call, values can overlap the other calls;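 note: yeast W303a lacking pdr1 and pdr3 grown in galactose medium; growth measured after three days at 30 °C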
3CLpro inhibitor = SARS-CoV 3CLpro protease inhibition | P0C6X7 | recombinant SARS-CoV 3CLpro, quenched FRET peptide cleavage | inhibition, % at 6 µM | 290,000 tested, 0.14% active; in the data active = inhibition above about 12%
PriA SSB inh = blocks PriA binding to SSB C-terminal tail; inhibition, % at 33 µM; 430,000 tested, 0.6% active; AlphaScreen SSBct-PriA binding, biotinylated peptide; AID 1272365; in the data active = inhibition mostly above about 37%, no sharp cut-off; inactive = mostly below about 20%;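 note: plate controls were negative control peptide for no effect and reference peptide for full effect; strong numbers were not always called active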
PrPC surface inh = inhibitors of human cell surface prion protein PrPC; inhibition, % at 13.8 µM; P04156; TR-FRET read-out; 370,000 tested, 0.43% active; in the data active = inhibition above about 24%; note: 0% = median of the test wells and 100% = reference compound wells
Active calls of the source: *; i = inactive; ? = inconclusive; . = no result given; & = joins results of further samples. Cut-off read from the data, not from the text of the source, unless noted: active = inhibition above about 30%; inconclusive = no clear call, values can overlap the other calls; inactive = below that.

SMILES	Y pestis TopoI	Anthrax LF prot	Vc quorum ag	BoNT A protease	TcdB inh	PfHsp40 rescue	3CLpro inhibitor	PriA SSB inh	PrPC surface inh
Cc1ccc(S(=O)(=O)N2CCN(CC(=O)N3CCCC3)CC2)c(C)c1	4	3	i	-1.2	1.1	0.9	.	2	2
CCCCC(CCC(=O)Nc1ccc(C(=O)OC)cc1)C(=O)O (stereo not given)	2	4	0.9	0.6	.	0.3	5	-4	1
CCCn1cc(S(=O)(=O)c2ccccc2)c(=O)c2cc(F)c(N3CCN(C)CC3)cc21	5	-2	-0.3	-1.0	-0.7	-1.2	-9	9	3
O=C(Cn1c(=O)oc2cc(S(=O)(=O)N3CCCCC3)ccc21)N1CCc2ccccc21	-1	-3	-0.3	0.1	-3.8	-0.2	0	-19	4
O=C(CCCOc1ccccc1)Nc1ccccc1C(F)(F)F	-5	-1	-0.4	-0.5	.	-1.1	2	-10	1
NC(=O)C1CCN(C(=O)CSc2ncccn2)CC1	2	1	-0.9	-0.4	2.5	-0.3	4	-8	6
Cn1c2ccccc2c2c(C(=O)N3CCC4(CC3)OCCO4)cn(C3CCCC3)c(=O)c21	23	-1	0.5	-0.2	.	?	-5	-11	-8
COc1ccc(C)cc1N(CC(=O)Nc1ccc2c(c1)OCCO2)S(C)(=O)=O	16	-8	-0.1	-0.8	0.7	-2.1	2	-9	-1
CC(=O)C1C(c2ccccc2Cl)NC(=O)NC1(O)C(F)(F)F (stereo not given)	1	2	-0.2	0.0	-0.9	-0.3	-2	-7	5
O=S1(=O)N=C(N=Nc2c(O)[nH]c3ccccc23)c2ccccc21	-2	-1	-0.3	0.2	0.8	-1.2	5	12	-19
CC1=C(C(=O)N(C(C)C)C(C)C)CC(CC(=O)NCCc2ccccn2)C(=O)N1CCC1=CCCCC1 (stereo not given)	.	1	.	-0.7	0.6	.	.	.	7
O=C(COc1ncnc2scc(-c3ccccc3)c12)NC1CCCc2ccccc21 (stereo not given)	-5	0	-0.3	3.2	-1.7	-1.8	-2	-2	2
CC(=O)c1c(C)c(C)c2n1CCn1c(C)ccc1-2	-1	-12	i	0.1	-5.7	0.1	-1	-12	-1
Cc1cc(=O)n2cc(-c3ccccc3)nc2[nH]1	0	-1	-0.7	-1.0	.	-0.5	-1	4	4
COCCOC(=O)C1=C(C)NC(=O)NC1/C=C/c1ccccc1 (stereo not given)	-2	-2	-0.8	0.2	1.5	-0.9	-1	-13	3
Cc1ccc(C(=O)Nc2ccc(CC(=O)O)cc2)o1	1	-12	i	4.1	.	-1.1	0	-4	-5
C=CCn1c(Cc2c[nH]c3ccccc23)n[nH]c1=S	6	4	-10	0.5	.	-0.8	0	0	0
Cc1ccc(-n2nc3cc(C)c(NC(=S)NC(=O)/C=C/c4ccco4)cc3n2)cc1	20	2	-0.2	0.3	.	-0.3	6	-5	18
CNc1ccc(C2(O)C(=O)c3ccccc3C2=O)cc1	2	-3	-0.3	0.7	1.4	0.6	-1	11	2
Cc1ccc(CN(C)C(=O)c2cc(S(=O)(=O)N3CCOCC3)ccc2F)o1	-3	4	-0.6	6.1	0.3	0.6	.	0	1
Cc1ccc(-c2csc3ncn(Cc4ccc(C(=O)O)cc4)c(=O)c23)cc1C	11	-1	-0.6	-1.1	-1.7	-0.5	6	0	3
CCCOc1ccc(Cc2c(O)nc(N)[nH]c2=O)cc1C	-5	-12	-1.0	-1.4	1.0	0.4	0	2	6
CS(=O)(=O)Cc1cccc(C(=O)NN(c2ccccc2)c2ccccc2)c1	-8	-1	0.0	0.4	1.8	0.2	0	3	-2
CCCN1CCN(C(=O)C(C)n2nc(C)c3sc4ccccc4c3c2=O)CC1 (stereo not given)	22	-1	-0.3	0.3	1.0	0.4	-5	-11	4
Cc1ccc(-c2nn3c(C)nnc3s2)cc1NC(=O)c1ccc(Br)o1	1	-1	-0.2	-0.4	-0.7	0.0	-3	-5	-8

The list goes on.
SMILES	Y pestis TopoI	Anthrax LF prot	Vc quorum ag	BoNT A protease	TcdB inh	PfHsp40 rescue	3CLpro inhibitor	PriA SSB inh	PrPC surface inh
CCOC(=O)c1sc(=S)n2c1[nH]c(=O)c1ccc(C(=O)OC)cc12	-2	0	i	0.1	.	0.6	-5	-15	0
COc1cccc(C2CCCN2Cc2nc(CC3CC3)no2)c1 (stereo not given)	6	-2	-0.3	-3.6	0.0	-0.5	2	-13	4
COc1ccc(-c2nnn(CC#N)n2)cc1OC	-6	1	i	0.8	.	-0.3	0	-26	0
CCCNC(=O)N1c2ccccc2Sc2ccccc21	-10	-17	0.6	?	1.5	1.0	7	3	1
Cc1cc(C=O)c(C)n1-c1cc(C(F)(F)F)ccc1N1CCOCC1	-4	-8	i	0.0	.	1.4	-3	3	0
CC(C)CNC(=O)c1cccc(NC(=O)c2ccco2)c1	-9	-1	6.7	-0.4	0.1	-0.8	7	-2	0
Cc1cc(C)cc(OCC(=O)O/N=C(\N)c2ccccn2)c1	1	3	4.6	0.2	.	-0.8	3	.	10
Cn1cc(C(=O)C(=O)N2CCCCC2)c2ccccc21	3	-9	-3.2	-1.4	1.1	0.0	.	-3	-2
CCOC(=O)c1c(C)nc2c(c1-c1ccccc1)C(=O)c1ccccc1-2	14	-2	-0.4	0.6	.	-0.5	-1	19	-2
CCOc1ccc(-n2c(SCC(=O)Nc3ccc4c(c3)OCO4)nc3c(c2=O)SCC3)cc1	15	-10	-0.4	-0.7	-0.1	1.3	.	4	0
NC(=O)CCN(Cc1ccccc1)S(=O)(=O)c1ccccc1	4	-8	-0.3	-1.2	.	0.1	3	-5	7
Cc1csc2nc(O)c(C(=O)NCc3ccc4c(c3)OCO4)c(=O)n12	0	.	i	.	-0.9	5.5	.	3&-1	0
COC(=O)c1ccc(N2CCOCC2)c(NC(=O)c2cc3ccccc3o2)c1	4	-9	-4.0	0.0	-3.8	0.1	.	7	4
CC(=O)[C@H]1CC[C@H]2[C@@H]3CC[C@H]4C[C@H](O)CC[C@]4(C)[C@H]3C(=O)C[C@]12C	-5	2	5.6	-1.5	1.0	-0.4&-0.4	0	-7	-6
O=C(COC(=O)CN1C(=O)c2ccccc2C1=O)Nc1ccc(S(=O)(=O)N2CCCC2)cc1	17	2	.	-0.4	.	-0.9	6	-10	5
CCCN(CC(=O)Nc1cc(Cl)cc(Cl)c1)CC(=O)Nc1ccc(F)c(F)c1F	-7	-1	i	-0.4	0.8	2.3	3	-12	9
C#CCOCCOCCOCCNc1nc(N2CCN(C(=O)CCCCCCCCCCNC(=O)[C@H]([C@@H](C)CC)n3cc(CCCCCN)nn3)CC2)nc(N2CCN(C(=O)CCCCCCCCCCNC(=O)[C@@H]([C@H](C)O)n3cc(C)nn3)CC2)n1	1	-11	i	-0.3	.	?	.	18	.
CCCCOC(=O)Nc1ccccc1C(N)=O	-7	0	-0.7	-0.6	.	-0.2	6	-20	0
CCc1cccc2c(C(=O)CN3C(=O)NC(C)(c4cccc5ccccc45)C3=O)c[nH]c12 (stereo not given)	-5	-3	-1.6	0.4	0.6	0.6	6	-11	2
COc1cc2cc(C(=O)NC(C)c3cccc4ccccc34)c(N)nc2cc1OC (stereo not given)	.	-4	.	0.5	0.5	.	.	.	-6
Cn1c(=O)[nH]c(=O)c2c1nc(SCC(=O)O)n2Cc1ccccc1	-4	1	-0.6	-3.9	1.9	11	-3	-15	-3
O=C1C(=O)N(Cc2ccco2)C(c2cccs2)/C1=C(\O)c1cccc([N+](=O)[O-])c1 (stereo not given)	-1	-5	-0.8	0.4	1.4	-0.9	-5	.	2
COc1cccc(CN(C)C(=O)C(CCSC)NS(=O)(=O)c2ccc3c(c2)OCCO3)c1OC (stereo not given)	-1	-6	-0.6	?	1.9	1.8	.	11	12
COCC1CCN(Cc2c(C(=O)N3CCOCC3)nc3c(C)cccn23)C1 (stereo not given)	-3	-6	i	-0.3	0.2	.	.	.	-7
C=CCSC1=N/C(=C\c2cc(OCC)c(OC(C)=O)c([N+](=O)[O-])c2)C(=O)S1	-5	-2	-0.3	0.6	.	0.6	3	22	-12

Other results follow.
SMILES	Y pestis TopoI	Anthrax LF prot	Vc quorum ag	BoNT A protease	TcdB inh	PfHsp40 rescue	3CLpro inhibitor	PriA SSB inh	PrPC surface inh
C=CCn1c(SCC(=O)NCCCC(=O)OCC)nc2scc(-c3ccco3)c2c1=O	7	1	-1.0	1.5	-0.1	0.3	3	-11	2
O=C(O)c1ccc(N2C(=O)C3ON(c4ccccc4)C(c4ccccc4F)C3C2=O)cc1 (stereo not given)	-1	-1	i	-0.4	.	-0.5	8	-1	3
Cc1ccc(/C(N)=N/OC(=O)N2CCOCC2)cc1	3	-5	i	-0.5	0.8	0.2	2	.	10
CC(C)(O)C#Cc1ccc(C(=O)NCCc2ccc(S(N)(=O)=O)cc2)cc1	-1	-2	i	0.8	-0.4	0.5	-2	-4	0
COc1ccc(Cl)cc1N1C(=O)c2cccnc2C1=O	-9	8	-0.8	-2.4	0.1	-2.0	1	2	3
CN(Cc1ccccc1)C(=O)CC(c1ccccc1)c1cc(Cl)ccc1O (stereo not given)	29	-2	i	0.5	.	0.9	1	-6	-5
O=C(COC(=O)c1cc2c(s1)CCCC2)Nc1ccc(Cl)cn1	5	0	-2.7	0.9	-0.3	-0.6	4	-20	-4
O=C(Cn1cnc2c(cnn2-c2ccc(Cl)cc2)c1=O)NCC1CCCO1 (stereo not given)	2	-1	i	-0.2	.	-1.6	3	-17	-1
Cc1ccccc1CSc1ccc(S(=O)(=O)N2CCCC2)cn1	48	-2	i	0.2	-0.1	9.6	.	-19	8
Cc1ccc(C(=O)CC(C(=O)O)n2cccn2)cc1 (stereo not given)	5	1	i	0.0	.	-0.4	0	-18	2
COc1ccc(NC(=O)CN(C)C(=O)C(C)N2C(=O)c3ccccc3C2=O)cc1 (stereo not given)	2	0	i	-0.3	0.3	-0.3	.	1	0
O=C(NCCc1ccc(F)cc1)c1ccc(S(=O)(=O)N2CCCCC2)cc1	10	0	i	-1.7	3.4	-0.1	.	-14	5
CCOCCCNC(=O)c1ccc(NC(=O)C2CCCO2)cc1 (stereo not given)	-5	-3	i	-0.7	1.0	-0.4	-4	-8	-6
CN(C)S(=O)(=O)c1ccc(C(=O)NCc2ccc3[nH]c4c(c3c2)CCCC4)cc1	16	0	i	-0.3	1.3	3.1	1	-7	-10
CS(=O)(=O)N1N=C(c2cccs2)CC1c1ccco1 (stereo not given)	1	3	-0.3	6.3	0.1	1.0	0	-2	-2
NC(=O)NC(Cc1ccccc1)C(=O)Nc1ccc(S(N)(=O)=O)cc1 (stereo not given)	-1	-2	i	0.2	.	0.3	-2	-13	1
CCN(CC)S(=O)(=O)c1ccc(Cl)c(C(=O)Nc2nncs2)c1	-6	-2	-0.7	-0.3	.	1.9	1	-8	-1

An excerpt; count on the stated rates, not on these rows.
